Screening data: PubChem BioAssay, The Scripps Research Institute Molecular Screening Center
MsrA inh – inhibits bovine methionine sulfoxide reductase A; 360,000 tested, 0.75% active; purified bovine MsrA, absorbance read-out; inhibition, % at 15.5 µM; AID 651718; in the data active means inhibition above about 4.5%;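 further: 0% = vehicle wells with enzyme and 100% = reference inhibitor wells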
Numbers without * were called inactive. Only part of the results is shown; count on the stated rates, not on these rows.

SMILES | MsrA inh
Nc1nc(O)c(N=Nc2ccc(S(N)(=O)=O)cc2)c(=O)[nH]1 | 1.0
CCC(=O)N1CCN(c2ccc(-n3c(=O)ccc4cnc5ccc(-c6cnc7ccccc7c6)cc5c43)cc2C(F)(F)F)CC1 | 0.9
